From PubChem BioAssay
pAkt inh – HTS Assay for Inhibitors of Akt Phophorylation: Primary Screen; actives 0.32% (n = 360,000); activity change, % for hits at 50 µM; Neuro2A IGF-stimulated pAkt S473 HTRF, 20 min; active compounds read low; in the data active = activity change below about -80%; inconclusive = mostly about -51% to -80%; note: % is set by controls: 0 for no effect and ±100 for the full control effect
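Neuro2A cells in DMEM with 0.5% FBS, overnight at 37 deg C, given compound at single 50 µM final, then IGF (6 nM final) for 20 min at 37 deg C. Lysed; phospho-Akt Ser473 by HTRF after 24 h, 665/615 ratio.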
Abeta rescue – qHTS for compounds that reverse cellular toxicity of Amyloid beta (A-beta) peptide in yeast: Primary Screen; yeast expressing A-beta42, growth rescue, OD600, 48 h; response scale: 0% DMSO, 100% iron-clioquinol control; Potency, µM (highest dose often 46.1 µM), without a hit: at the top dose growth rescue, usual class: activators; actives 0.063% (n = 410,000); AID 1347071, 2019; note: potency is the fitted concentration of half-maximal effect; nearly all actives have a fitted effect of over 55% in size
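Yeast A-beta toxicity model in growth medium with pinned compounds, 48 h at 30 C; growth read as absorbance at 600 nm. Normalized to FeCl3/clioquinol equimolar mix (positive) and DMSO (negative).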
D3 antag – qHTS of D3 Dopamine Receptor Antagonist: qHTS; actives 2.5% (n = 360,000); D(3) dopamine receptor (Homo sapiens), P35462; D3R cells, DiscoveRx beta-arrestin luminescence, antagonist mode; active compounds read low; max response, negative = inhibition, %; in the data active = max response below about -50%; inconclusive = no clear call, values can overlap the other calls; note: % is set by controls: 0 for no effect and ±100 for the full control effect; mostly tested at two doses, the higher about 12 µM
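Cells expressing the human receptor were seeded at 1500 cells/well, incubated overnight at 37 degrees C in 5% CO2, then exposed to library compounds with dopamine controls for 90 minutes at 37 degrees C before luminescent detection.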
GLP-1R inv ag – qHTS of GLP-1 Receptor Inverse Agonists (Inhibition Mode); actives 1.6% (n = 410,000); HEK293 GLP-1R CRE-luciferase, luminescence, 24 h; GLP-1R form is constitutively active; Glucagon-like peptide 1 receptor (Homo sapiens), P43220; AID 624417, 2012; Potency, µM (series often up to 38.3 µM), for inactives: top-dose activity change, negative = inhibition, most hits filed as inhibitors; note: potency is the fitted concentration of half-maximal effect; % is set by controls: 0 for no effect and ±100 for the full control effect; nearly all actives have a fitted effect of over 55% in size
Target sequence (P43220 whole entry, looked up): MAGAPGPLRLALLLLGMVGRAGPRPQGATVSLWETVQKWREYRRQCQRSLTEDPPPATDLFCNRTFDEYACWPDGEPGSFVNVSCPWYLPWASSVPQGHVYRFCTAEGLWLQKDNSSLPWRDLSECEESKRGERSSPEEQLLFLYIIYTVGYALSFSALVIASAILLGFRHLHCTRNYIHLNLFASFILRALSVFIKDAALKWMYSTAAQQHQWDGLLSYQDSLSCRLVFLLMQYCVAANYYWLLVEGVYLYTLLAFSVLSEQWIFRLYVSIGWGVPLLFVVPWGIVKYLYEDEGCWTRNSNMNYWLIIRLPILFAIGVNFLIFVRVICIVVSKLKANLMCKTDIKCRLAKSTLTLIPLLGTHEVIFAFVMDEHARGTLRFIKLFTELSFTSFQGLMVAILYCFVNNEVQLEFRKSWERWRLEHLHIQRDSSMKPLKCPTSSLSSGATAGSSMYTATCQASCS
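Readout was luciferase luminescence, measured 12 min after detection reagent at room temperature. Beforehand, GLP-1R reporter HEK293 cells had sat 12 h, then received compounds for 24 hr at 37 deg C.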
FUS suppressor – qHTS for Suppressors of FUS Proteinopathy: Primary screen using FUS-linked yeast assay | actives 0.24% (n = 390,000) | S. cerevisiae FUS-expressing, growth rescue, OD600, 24 h | Potency, µM (top dose mostly 76.6 µM), for inactives: at the top dose growth rescue (activation), hits mostly activators;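 note: potency is the fitted concentration of half-maximal effect; plate controls were DMSO vehicle for no effect and reference control for full effect; nearly all actives have a fitted effect of over 55% in size; some results filed as inactive show a strong effect at the top dose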
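S. cerevisiae expressing FUS from galactose induction served as the toxicity model. Growth after 24hr at 30C, read as absorbance at 600 nm, indicates suppression of toxicity; compounds dosed at several concentrations.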
TDP-43 yeast inh – qHTS of TDP-43 Inhibitors; TDP-43 expressing yeast growth rescue, BacTiter-Glo, 24 h; AID 652104, 2013; actives 1.8% (n = 410,000); Potency, µM (top dose mostly 46.1 µM), for inactives: at the highest dose growth rescue (activation), hits mostly activators; note: potency is the fitted concentration of half-maximal effect; % of control where 0% means no effect; nearly all actives have a fitted effect of over 50% in size
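Luminescence from BacTiter-Glo reports growth of TDP-43-expressing yeast after 24 hr at 30 deg C with compound. Cells were raffinose-pregrown to mid-log, then seeded in galactose medium at OD600=0.02.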
GLP-1R agonist – qHTS of GLP-1 Receptor Agonists; Glucagon-like peptide 1 receptor (Homo sapiens), P43220; AID 624172, 2012; HEK293 GLP-1R CRE-luciferase, luminescence, 4-6 h; cells express a hypersensitive GLP-1R form; actives 0.007% (n = 380,000); Potency, µM (titrated, usually from 45.6 µM), without a hit: at the top dose activation, hits mostly activators; note: potency is the fitted concentration of half-maximal effect; % of control where 0% means no effect
aSyn rescue – qHTS of alpha-syn Inhibitors | Yeast expressing alpha-synuclein, growth rescue, BacTiter-Glo, 24 h | Potency, µM (highest dose often 46.1 µM), for the others: at the top dose growth rescue (activation), hits mostly activators | actives 0.14% (n = 370,000); note: potency is the fitted concentration of half-maximal effect; % of control where 0% means no effect; nearly all actives have a fitted effect of over 65% in size
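Readout is rescue of growth in alpha-synuclein-expressing yeast, so inhibitors of toxicity appear as activators. Growth after 24 hr at 30 deg C in galactose medium is quantified by luminescence.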
PTHR1 agonist – qHTS for PTHR1 Agonists: Primary Screen. HEK293 GP2 PTHR1 cells, GloSensor cAMP luminescence, 1 h. Potency, µM (doses to about 115 µM), inactives show at the highest dose activation, hits mostly activators. actives 0.075% (n = 410,000). AID 743266, 2014. Parathyroid hormone/parathyroid hormone-related peptide receptor (Homo sapiens), Q03431; note: potency is the fitted concentration of half-maximal effect; nearly all actives have a fitted effect of over 55% in size; some results filed as inactive show a strong effect at the top dose; inactives centre near -15; many of its hits are not listed in these tables
Target sequence (Q03431 whole entry, looked up): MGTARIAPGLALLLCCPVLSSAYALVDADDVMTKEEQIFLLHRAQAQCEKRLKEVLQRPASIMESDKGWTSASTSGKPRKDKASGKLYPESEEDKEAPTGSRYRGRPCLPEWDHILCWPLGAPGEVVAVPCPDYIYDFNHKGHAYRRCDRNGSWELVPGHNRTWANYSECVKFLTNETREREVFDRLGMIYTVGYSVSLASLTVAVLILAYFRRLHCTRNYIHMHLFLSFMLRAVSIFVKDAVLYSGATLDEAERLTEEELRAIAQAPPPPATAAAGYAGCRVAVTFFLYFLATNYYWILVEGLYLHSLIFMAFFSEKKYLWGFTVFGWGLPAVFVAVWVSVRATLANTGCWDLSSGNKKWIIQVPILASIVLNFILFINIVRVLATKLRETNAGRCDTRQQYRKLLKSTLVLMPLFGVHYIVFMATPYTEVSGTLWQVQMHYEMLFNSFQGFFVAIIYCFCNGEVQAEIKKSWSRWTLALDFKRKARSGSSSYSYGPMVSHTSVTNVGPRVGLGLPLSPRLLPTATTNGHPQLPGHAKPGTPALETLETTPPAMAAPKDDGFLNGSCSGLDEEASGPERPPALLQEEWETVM
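HEK-293-derived GP2 cells expressing PTHR1 and a GloSensor cAMP reporter, 3,000/well, plated overnight, given luciferin plus IBMX (each 0.5 mM as added) for 1 h at 37 °C, then compound for 1 h at 37 °C. Luminescence was read after 15 min at room temperature.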
* marks the source's active call; other numbers are inactive results; i = inactive; ? = inconclusive; . = not tested or not shown; & = joins results of further samples; [ ] = dose if it differs, or a comment. Unless noted, calls come from the whole dose curve; as a rule, active = well fitted curve in the direction sought with a large enough effect; inconclusive = small, poorly fitted or top-dose-only effect, or another doubt; inactive = no such curve, though single readings can be large; an effect the other way counts as inactive or inconclusive. This is a subset; rates above refer to the full screens.

#	mol	pAkt inh	Abeta rescue	D3 antag	GLP-1R inv ag	FUS suppressor	TDP-43 yeast inh	GLP-1R agonist	aSyn rescue	PTHR1 agonist
1	CC(C)COC(=O)OCN1C(=O)CN(CCN2CC(=O)N(COC(=O)OCC(C)C)C(=O)C2)CC1=O	i	-23%	14	1%	2%	23%	-3%&-4%	0%&-8%	-17%
2	Cc1ccc(Cl)cc1NC(=O)CCN1C(=O)C2C3CCC(C3)C2C1=O (stereo unspecified)	i	1%	2	14%	-37%	12%	7%	1%	-1%
3	Cc1nc(N2CCCCC2)c(C#N)c(C)c1[N+](=O)[O-]	i	-17%	6	-16%	?	-1%	-3%	-5%	-14%
4	CN(Cc1ccccc1)C(=O)c1[nH]cnc1C(=O)NCCCCCNC(=O)OC(C)(C)C	i	-6%	0	21%	14%	-15%	1%	-1%	-62%[inhibitor]
5	COc1ccccc1NS(=O)(=O)c1ccc(C)c(NC(=O)NCCCl)c1	i	-5%	-17	-11%	35%	-21%	1%	-1%	i
6	CCn1c(SCC(=O)Nc2sc3c(c2C#N)CCCC3)nnc1-c1ccco1	i	-9%	-72*	-5%	12%	-8%	0%	-5%	i
7	Cc1c(C(=O)NCC(c2ccco2)N2CCCC2)oc2ccc(Cl)cc12 (stereo unspecified)	i	-13%	-65*	?	29%	-25%	-7%	16%	i
8	CCOc1ccc(OCCC(=O)NNC(=O)c2nn(C)c(=O)c3ccccc23)cc1	i	-15%	14	-12%	.	6%	-16%	9%	-3%
9	Cc1cccc(NS(=O)(=O)c2ccc(C)c(C(=O)NCC(c3ccco3)N3CCCCC3)c2)c1 (stereo unspecified)	i	11%	-9	?	11%	?	-4%	1%	i
10	CN(CCc1ccccc1)C(=O)c1cccc(NC(=O)Cc2cccc(NC(=O)C3CCCN(C(=O)CCc4ccccc4)C3)c2)c1 (stereo unspecified)	i	-16%	-18	-37%	?	4%	1%	-1%	-41%[inhibitor]
11	CC(=O)c1cccc(NC(=O)c2ccccc2-c2ccccc2C(=O)O)c1	i	-6%	-20	2%	-1%	1%	-3%	-2%	-37%[inhibitor]
12	CCOc1ccc(NC(=O)c2nsc(Cl)c2Cl)cc1	i	15%	-12	?	-6%	-10%	5%	-4%	-34%[inhibitor]
13	COc1ccccc1C(=O)C1CCCN(C(=O)c2cccc(Cn3cccn3)c2)C1 (stereo unspecified)	i	-3%	11	15%	20%	16%	15%	-1%	-22%
14	O=C(NC(=S)Nc1ccccc1N1CCOCC1)c1ccc(Br)cc1	i	16%	?	?	9%	16%	9%	-6%	-12%
15	O=C(c1ccc2c(c1)OCO2)N1CCC2(CC1)Oc1ccc(F)cc1C(=O)C21CC(c2ccc(Cl)cc2)=NO1 (stereo unspecified)	i	-3%	-5	-10%	-3%	-13%	-7%	2%	-9%
16	CCN(CC)C(=S)SCC(=O)Nc1ncc2c(n1)CCCC2=O	i	-5%	-4	23%	-14%	-1%	7%	1%	i
17	COc1cccc(NC(=O)COC(=O)Cc2ccc(Cl)cc2)c1	i	17%	-11	-22%	-2%	?	-1%	7%	22%
18	CC(C)NC(=O)N(C)C[C@H]1Oc2c(NC(=O)Nc3ccc(C(F)(F)F)cc3)cccc2C(=O)N([C@H](C)CO)C[C@@H]1C	i	-1%	45	2%	28%	25%	-3%	3%	-12%
19	CCN(CC)c1ccc(NC(=O)C(Cc2ccccc2)NS(=O)(=O)c2ccc(Br)s2)c(C)c1 (stereo unspecified)	.	9%	.	-18%	-16%	13%	1%	.	-18%
20	O=C(c1ccc(CS(=O)Cc2cccc(Cl)c2)o1)N1CCN(C2CCCCC2)CC1 (stereo unspecified)	i	8%	-4	-8%	-1%	3%	4%	-5%	i

(continued)
#	mol	pAkt inh	Abeta rescue	D3 antag	GLP-1R inv ag	FUS suppressor	TDP-43 yeast inh	GLP-1R agonist	aSyn rescue	PTHR1 agonist
21	CC1CCCC(NC(=O)CSc2nnc(-c3cccnc3)n2N)C1C (stereo unspecified)	i	14%	-25	1%	?	1%	1%	-22%	-64%
22	CC(C)(C)NC(=O)C(c1ccncc1)n1c(-c2ccc(C(F)(F)F)cc2)nc2ccccc21 (stereo unspecified)	i	-65%[inhibitor]	-6	?	-5%	14%	.	-59%[inhibitor]	-45%[inhibitor]
23	COc1ccc(N(CC(=O)NCCc2ccc(OC)c(OC)c2)S(=O)(=O)c2ccc(OC)c(OC)c2)cc1	i	-6%	39	-8%	6%	-25%	4%	0%	-22%
24	CCN(C(=O)Cc1c(C(=O)O)c(C)cn1C)c1cccc(Cl)c1	.	5%	.	8%	21%	20%	.	.	i
25	N=c1n(Cc2ccccc2)c2ccccc2n1CC(O)COc1ccccc1 (stereo unspecified)	i	13%	32	-8%	12%	0%	-3%	1%	i
26	O=C(COc1ccc(Br)cc1)Nc1ccc(CN2CCOCC2)cc1	i	-2%	7	?	.	3%	-4%	5%	-45%[inhibitor]
27	Cn1ncc([N+](=O)[O-])c1C(=O)Nc1ccc(Cl)cc1	i	-23%	-8	-23%	-25%	?	1%	-2%	-3%
28	COC(=O)C(Cc1ccccc1)NC(=O)CC(C)CC(=O)Nc1ccc(C)cc1 (stereo unspecified)	i	-11%	-26	0%	-13%	-4%	-3%	0%	-6%
29	N=c1ccn2c(n1)O[C@H]1[C@H](O)[C@@H](CO)O[C@H]12	i	3%	0	?	-34%	-2%	-2%&1%	-2%&2%	i
30	CCN(CC(=O)NCc1ccc(F)cc1)c1ccc(S(C)(=O)=O)cc1[N+](=O)[O-]	i	-14%	-2	17%	2%	12%	3%	-2%	i
31	COc1ccc(CNC(=O)COc2ccc(S(=O)(=O)NC(C)C)cc2)cc1	i	-11%	13	9%	4%	-20%	5%	3%	-3%[57.5 µM]
32	Cc1ccc(C(=O)NCCCNC(=O)c2ccc(C)nc2)cc1	i	-2%	7	9%	12%	-1%	5%	2%	-35%
33	Oc1ccc(-c2nccc(-c3ccc(Cl)cc3)n2)cc1	i	-8%	-2	-17%[7.66 µM]	10%	?	13%	-2%	-10%
34	Cc1nn(CC(=O)NCCc2ccccc2)c(=O)c2cc3occc3n12	i	5%	-1	-5%	-3%	5%	-4%	1%	-16%
35	Cc1ccc(C(=O)Nc2cccnc2)cc1[N+](=O)[O-]	i	0%	3	5%	-3%	19%	-2%	5%	i
36	CCOc1ccc(NC(=O)c2ccc3c(c2)c(C)c(C)n3Cc2ccc(F)cc2)cc1	.	-6%	.	?	15%	-4%	.	.	-25%
37	O=C(CCCN1C(=O)c2ccccc2C1=O)Nc1ccccc1C(=O)N1CCOCC1	i	21%	0	-2%	-24%	13%	0%	13%	-8%[57.5 µM]
38	O=C(NCC1(c2ccccc2)CCCC1)C(=O)N1CCOCC1	i	2%	8	0%	?	-8%	-5%	-4%	i
39	O=C(Nc1cccc(OCc2cc(=O)n3ccccc3n2)c1)Nc1cccc(C(F)(F)F)c1	.	-12%	.	4%	-7%	14%	.	.	-41%[inhibitor]
40	OC(CCN1CCC2(CC1)OCCO2)C(F)(F)F (stereo unspecified)	i	-9%	1	4%	-14%	0%	0%	-15%	i

A different layout for some results above.
Second line of a record – pAkt inh | Abeta rescue | D3 antag | GLP-1R inv ag | FUS suppressor | TDP-43 yeast inh | GLP-1R agonist | aSyn rescue | PTHR1 agonist
29	N=c1ccn2c(n1)O[C@H]1[C@H](O)[C@@H](CO)O[C@H]12
 : i | 3% | 0 | ? | -34% | -2% | -2%&1% | -2%&2% | i
30	CCN(CC(=O)NCc1ccc(F)cc1)c1ccc(S(C)(=O)=O)cc1[N+](=O)[O-]
 : i | -14% | -2 | 17% | 2% | 12% | 3% | -2% | i

Carrying on.
#	mol	pAkt inh	Abeta rescue	D3 antag	GLP-1R inv ag	FUS suppressor	TDP-43 yeast inh	GLP-1R agonist	aSyn rescue	PTHR1 agonist
41	Cc1nc(-c2ccc(Cl)cc2)sc1C(=O)O	i	2%	6	22%[7.66 µM]	1%	?	1%	-5%	-14%
42	COc1ccc(NC(=S)N(CCc2ccc(OC)c(OC)c2)Cc2ccccn2)cc1	i	14%	15	-5%	27%	23%	9%	11%	-25%
43	Cn1cccc1/C=N/NC(=O)c1cc(-c2cccs2)nc2ccccc12	i	4%	5	?	.	-14%	2%	-8%	i
44	C(=C\c1ccc2ccccc2n1)/c1ccccc1	i	-18%	28	10µM*	-2%	18%	-2%	-25%&-1%	?
45	NNC(=O)c1nnn(-c2nonc2N)c1CN1CCCC1	i	-15%	-14	-3%	-14%	2%	-3%	-2%	-24%
46	CCN(CC)CCNC(=O)CCc1c(C)nc2c(c(C)nn2-c2ccc(C)c(C)c2)c1C	i	-13%	?	4µM*	22%	-6%	0%	5%	i
47	Cc1ccc(S(=O)(=O)N/N=C\c2ccc3c(c2)OCO3)c(C)c1	i	?	-22	-13%	-16%	16%	2%	1%	-8%
48	COc1cccc(-c2ncc3ccccc3c2COC(=O)N2CCOCC2)c1	i	-10%	21	-8%	-8%	21%	10%	-8%	-11%
49	COc1ccc(NC(=O)Cn2nc(C(=O)O)c3ccccc3c2=O)cc1OC	i	-7%	-6	29%	?	-20%	11%	-10%	27%
